Myeloid diff 2: myeloid differentiation induction | ER-HoxA9 myeloid progenitors, lysozyme-GFP differentiation, flow cytometry | calls only at 10 µM | hit rate 1% among 360,000;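 active = normalized GFP-positive differentiation at or above the plate's own cutoff, the solvent-only control mean plus 3 SD; inconclusive = no clear call, values can overlap the other calls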;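 also: cells exposed to compound for four days before flow analysis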
NTR1 ag: agonists of NTR1, primary screen, imaging, U2OS cells, beta-arrestin-GFP, high content (AID 493036) | P30989 | NTR1-U2OS beta-arrestin-GFP spot imaging, agonist mode | activation, % at 20 µM | hit rate 0.17% among 330,000;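 active = activation at or above 40% of the spot to cytoplasm intensity ratio, with at least 20 cells analyzed; inconclusive = wells under 20 cells, flagged as cytotoxic or low count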;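 also: 0% = DMSO without peptide and 100% = 100 nM NTR1 peptide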
Target sequence (P30989 whole entry, looked up): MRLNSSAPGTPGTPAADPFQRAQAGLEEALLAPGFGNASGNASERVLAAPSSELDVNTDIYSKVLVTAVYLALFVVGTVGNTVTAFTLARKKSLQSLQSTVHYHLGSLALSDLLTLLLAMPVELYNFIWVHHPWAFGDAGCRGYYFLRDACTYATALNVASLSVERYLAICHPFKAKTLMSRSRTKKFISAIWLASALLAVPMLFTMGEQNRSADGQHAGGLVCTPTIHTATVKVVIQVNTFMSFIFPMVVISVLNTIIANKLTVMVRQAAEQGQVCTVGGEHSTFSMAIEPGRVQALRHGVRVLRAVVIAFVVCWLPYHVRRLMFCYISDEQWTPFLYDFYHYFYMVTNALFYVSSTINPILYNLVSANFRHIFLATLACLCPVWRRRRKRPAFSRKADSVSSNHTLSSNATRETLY
GPR55 LPI antagonism: GPR55 antagonists blocking LPI-driven arrestin recruitment, primary screen, imaging, U2OS, beta-arrestin-GFP, LPI agonist (AID 2013); inhibition, % at 10 µM, or IC50 in µM where a hit was titrated; U2OS GPR55 beta-arrestin-GFP translocation imaging, LPI antagonism; higher % means a stronger effect; hit rate 0.13% among 290,000;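 active = spots per cell inhibited over 60%, with over 100 cells counted and total cytoplasm intensity under 500,000; inconclusive = wells with under 100 cells, flagged as likely toxic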;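 also: U2OS cells stably carrying GPR55 and arrestin-GFP stimulated by 5 µM LPI near EC80; imaged beta-arrestin-GFP aggregate spots per cell after agonist stimulation; plate controls were LPI-stimulated DMSO wells for no effect and DMSO wells without LPI for full effect; some results filed as inactive read as strong as hits; confirmed hits need IC50 under 10 µM and bright autofluorescent wells are also inconclusive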
HEK293 NOD2/NF-kB: NOD2 signaling inhibitors, cell-based, luminescence, uHTS, HEK293 (AID 1566); one-dose inhibition, % at 4 µM; EC50 in µM for titrated hits; hit rate 0.63% among 290,000; HEK293 NOD2/NF-kB luciferase reporter, luminescence; higher % means a stronger effect; also: many of its hits are not listed in these tables
GPR55 beta-arrestin: selective activators of receptor GPR55 – imaging, U2OS cells, beta-arrestin-GFP redistribution, primary screen (AID 1961) | U2OS GPR55 beta-arrestin-GFP redistribution imaging; higher % means a stronger effect | one-dose activation, % at 10 µM; EC50 in µM for titrated hits | hit rate 0.048% among 290,000;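 active = activation above 40% with more than 50 cells counted in the well; inconclusive = wells holding fewer than 50 cells, flagged as toxic or sparse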;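 also: U2OS osteosarcoma cells stably expressing GPR55 and beta-arrestin-GFP; plate controls were DMSO negative control for no effect and LPI positive control for full effect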
T cell HTS: T cell immune modulation candidate | 2C CD8+ T cell-vesicle binding, flow cytometry; stronger effect = lower value | hit rate 0.068% among 330,000 | AID 2052 | calls only at 7 µM;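 active = response, share of CD8 T cells binding vesicles, and their 90th percentile fluorescence all below set limits, cut at about 80% in these data, passing the limit was not always enough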
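Material: 2C TCR transgenic mouse naive CD8+ T cells, MACS-purified. Also added: QL9-charged Drosophila Ld/ICAM-1/B7-1 vesicles. Timing: binding 1.5 h at 37 °C. Measured by: high-throughput flow cytometry with anti-B7-1 and anti-CD8 staining. Read-out: percent CD8+ FL2 mean versus row control. Controls: Unloaded micro-vesicles (low), QL9 vesicles with 0.7% DMSO (high).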
NOD1 NF-kB reporter: inhibition of NOD1-driven NF-kB reporter – cell-based, luminescence, uHTS, primary screen (AID 1578); one-dose inhibition, % at 4 µM; EC50 in µM for titrated hits; NOD1-driven NF-kB luciferase reporter cells, luminescence; higher % means a stronger effect; hit rate 1% among 290,000; in the data active = inhibition mostly above about 36%, no sharp cut-off; inactive = mostly below about 34%;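 also: HEK-293T reporter cells stimulated with the NOD1 agonist gamma-tri-DAP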
KOR beta-arrestin-1: kappa opioid receptor blockers – cell-based, luminescence, uHTS (AID 1778); KOR beta-arrestin recruitment, luminescence, antagonist mode; higher % means a stronger effect; inhibition, % at 10 µM; hits with a dose series show IC50 in µM; hit rate 0.091% among 290,000; also: strong numbers were not always called active
KOR beta-arrestin-2: KOR agonists, beta-arrestin recruitment, primary screen, cell-based, luminescence, uHTS (AID 1777); KOR beta-arrestin recruitment, luminescence; higher % means a stronger effect; hit rate 0.02% among 280,000; activation, % at 10 µM, or EC50 in µM where a hit was titrated; in the data active = activation above about 50%, passing the limit was not always enough; also: a part of the inactive calls stands beside numbers as strong as those of hits
T cell HTS vesicle-bound %: second read-out of T cell HTS, no call of its own (marks repeat the call); double positive events, %; measured here: CD8+ vesicle-bound cell fraction;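 binding gate set so that unloaded-vesicle control wells show 10% double positive cells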
NTR1 ag cell count 20 µM: further read-out of NTR1 ag, marked with its call; cell count; measured here: cell count, cytotoxicity flag
Myeloid diff 2 GFP+ MAC1+ %: recorded beside Myeloid diff 2, whose call it bears; GFP+ MAC1+ double positive, %; measured here: differentiation confirmed by MAC1 staining
An asterisk follows results filed as active; i = inactive; ? = inconclusive; . = not tested or not shown; [ ] = dose if it differs, or a comment. Rule as the data show it, unless noted: active = inhibition above about 50%; inactive = the rest. Not all compounds are listed (hit frequency here may not be typical).

SMILES	Myeloid diff 2	Myeloid diff 2 GFP+ MAC1+ %	NTR1 ag	NTR1 ag cell count 20 µM	GPR55 LPI antagonism	HEK293 NOD2/NF-kB	GPR55 beta-arrestin	T cell HTS	T cell HTS vesicle-bound %	NOD1 NF-kB reporter	KOR beta-arrestin-1	KOR beta-arrestin-2
Cc1cccc(C)c1Nc1nnc(SCc2cc([N+](=O)[O-])cc3c2OCOC3)s1	i	1.5	6.4	70	5%	-14%	-0.2%	i	12	-23%	-17%	3.0%
CCCCN1C(=O)C2NN=C(C(=O)OCC)C2C1=O (stereo unspecified)	i	0.9	0.6	88	.	-4%	0.0%	i	56	20%	-14%	6.5%
O=C1/C(=C/c2ccccc2)CCCc2ccccc21	i	0.6	-1.7	97	14%	-36%	0.1%	i	27	-30%	-4%	-2.9%
CCOC(=O)c1cn2nc(Oc3ccc(OC)cc3)ccc2n1	i	0.4	-0.2	40	6%	12%	-0.2%	i	23	-5%	22%	-1.1%
Cc1ccc(CNC(=O)c2cc3c(-c4ccc(Cl)cc4)nn(C)c3s2)o1	i	4.9	0.8	51	3%	-6%	0.2%	i	40	-5%	12%	4.5%
O=C(Nc1ccc(Nc2ccncc2)cc1)c1ccc([N+](=O)[O-])cc1	i	0.3	10	69	22%	23%	1.2%	i	48	3%	41%	0.4%
CCCc1ccc(-c2cc(C(=O)NN3CCOCC3)c3ccccc3n2)cc1	i	0.8	3.9	58	8%	-24%	-0.1%	i	11	10%	-22%	2.0%
CC1(C)N([O-])C(c2ccccc2)=C[N+](=O)C1(C)C	i	0.3	-2.7	73	3%	-3%	0.3%	i	34	-12%	-32%	-4.4%
Cc1ccc(OCCN(C)C(=O)CC2C(=O)NCCN2CC(C)(C)C)cc1 (stereo unspecified)	i	0.1	-0.7	45	0%	-6%	0.2%	i	45	-30%	-1%	-2.6%
C/C(=N\NC(=S)Nc1cccc(C)c1)c1cccc(N)c1	i	1.5	7.6	66	-6%	-6%	-0.3%	i	11	-28%	-16%	-3.1%
COc1cccc2cc(S(=O)(=O)c3ccc(C)cc3)/c(=N/NS(=O)(=O)c3ccc(C)cc3)oc12	i	0.2	5.8	93	12%	-26%	-0.4%	i	23	-11%	-41%	1.1%
CCN1CCN(C(c2cccs2)C(C)NC(=O)c2ccccc2OC)CC1 (stereo unspecified)	i	2.7	0.4	68	5%	11%	-0.1%	i	58	-8%	-14%	-0.5%
CCNC(=O)COC(=O)CNC(=O)c1cc(Cl)cc([N+](=O)[O-])c1	i	0.6	-0.3	68	0%	-3%	-0.1%	i	31	15%	-25%	2.1%
Cc1ccc(C)c(C(C)NC(=O)CC#N)c1 (stereo unspecified)	i	0.1	-1.0	103	-1%	11%	0.0%	i	54	-24%	-56%[20 µM]	0.4%
COc1ccc(-c2nc(NC(=O)c3n[nH]c(=O)c4ccccc34)sc2C)cc1	i	0.9	5.5	45	14%	-13%	-0.1%	i	21	2%	-16%	3.9%
O=S(=O)(Nc1cccnc1)c1ccc(Cl)c(C(F)(F)F)c1	i	1.2	0.5	82	13%	5%	-0.1%	i	16	-10%	-22%	9.5%
O=c1oc2ccc(Cl)cc2cc1-c1ccccc1	i	0.1	-1.6	94	9%	-18%	0.0%	i	6	-36%	2%	-2.3%
O=C(NNC(=S)Nc1ccc(Br)cc1Cl)c1ccco1	i	2.3	-0.4	58	1%	-61%	0.3%	i	43	-27%	19%	-2.6%
O=C(CCCSc1nc2ccccc2[nH]1)Nc1nnc(C2CC2)s1	i	0.1	0.2	87	2%	16%	0.7%	i	62	-34%	10%	-1.0%
Cc1ccccc1N1CCN(CCCCN2C(=O)C3CCCN3C2=O)CC1 (stereo unspecified)	i	1.0	-0.4	53	4%	6%	-0.1%	i	52	28%	-5%	2.2%
CCOC(=O)N1CCN(C(c2cccc(OC)c2)c2sc3nc(C)nn3c2O)CC1 (stereo unspecified)	i	1.8	-2.9	49	5%	-10%	0.0%	i	48	-27%	2%	0.0%
CC(=O)CC(=O)Nc1nc(C)cc(C)n1	i	0.2	4.0	21	11%	16%	-0.3%	i	53	-2%	1%	-6.4%
CC1=N/C(=C/c2ccco2)C(=O)O1	?	.	.	.	7%	4%	0.6%	.	.	-27%	-6%	-1.5%
COc1cccc(NC(=O)c2ccc(NC(=O)C(C)C)cc2)c1	i	0.4	3.5	55	15%	-31%	0.0%	i	41	-42%	-20%	-3.9%
Cc1ccc(S(=O)(=O)N2CCN(C(=O)c3ccccc3)C2C(C)C)cc1 (stereo unspecified)	i	1.9	-0.9	48	4%	-4%	-0.1%	i	38	50%	-50%	41%
Cc1ccc(CCNC(=O)c2coc3nc4ccccc4nc23)cc1	i	1.5	4.8	48	8%	14%	0.0%	i	30	-18%	-25%	1.7%
Cc1c(Br)cc(C(=O)O)c(C)c1C	i	1.2	2.6	51	17%	15%	-0.1%	i	18	7%	12%	0.7%
CC(C)(C)NC(=O)c1cc(NC(=O)c2cccs2)cc(NC(=O)c2cccs2)c1	i	1.0	4.0	47	6%	7%	0.3%	i	28	47%	-34%	0.4%
CC1=NN2C(=N)/C(=C\c3cc(C)n(-c4cccc(C)c4)c3C)C(=O)N=C2S1	i	0.3	0.5	47	-4%	35%	0.2%	i	35	19%	20%	-2.4%
O=C(CSc1nnc(-c2ccccc2Cl)o1)N1CCCC1	i	0.4	-0.3	79	-4%	-31%	-0.2%	i	14	-29%	-14%	-1.5%
O=C(Nc1ccc2nn(-c3ccccc3)nc2c1)c1ccc2c(c1)OCO2	i	1.2	10	86	3%	9%	-0.1%	i	49	.	-218%	17%
O=C(O)CN1c2cccc3cccc(c23)S1(=O)=O	i	2.2	-0.4	64	8%	-24%	-0.2%	i	23	21%	4%	-1.2%
O=C1C2C3C=CC(C4CC34)C2C(=O)N1/N=C/c1ccc(-c2cccc([N+](=O)[O-])c2)o1 (stereo unspecified)	i	1.4	10	45	0%	8%	-0.4%	i	17	-2%	.	0.5%
Cc1cccc(NC(=O)C(Cc2ccccc2)c2nn[nH]n2)c1C (stereo unspecified)	i	0.3	-1.2	51	0%	6%	-0.2%	i	55	-8%	-6%[20 µM]	0.8%
Cc1ccc(CN2CCC(N3CCC(C(=O)NCC4CCCO4)CC3)CC2)o1 (stereo unspecified)	i	1.0	-1.2	95	10%	5%	0.3%	i	55	-9%	-14%[20 µM]	-6.5%
CCCCc1ccc(C2C3=C(CC(C)(C)CC3=O)NC3=C2C(=O)c2ccccc23)cc1 (stereo unspecified)	i	0.4	12	56	10%	-37%	0.3%	i	52	29%	-79%	7.5%
COc1ccc(NC(=O)NNC(=O)c2cc(C3CC3)nc3ccccc23)c(OC)c1	i	1.0	0.6	61	-4%	15%	0.3%	i	2	12%	-20%	6.0%
Cc1cccc(/C(N)=N/OC(=O)c2cccnc2)c1	i	0.1	-1.1	85	6%	-70%	-0.1%	i	62	-24%	1%[20 µM]	.
C(=C\c1ccccc1)/CNCC1CCCO1 (stereo unspecified)	i	0.2	-1.4	59	7%	12%	0.1%	i	68	-31%	5%	2.0%
CC(=O)OCC(=O)[C@@]1(O)CCC2C3CCC4=CC(=O)CCC4(C)C3C(=O)CC21C (stereo partly specified)	i	0.8	0.0	86	6%	2%	0.5%	.	.	-2%	13%	-3.9%
CC(C)NC(=O)NC(=O)COc1cccc2c1OC(C)(C)C2	i	0.5	1.8	49	11%	-6%	-0.1%	i	29	-12%	-27%	-0.8%
O=C(CCS(=O)(=O)c1ccc(F)cc1)N1CCOCC1	i	1.1	-0.8	37	7%	11%	-0.1%	i	45	-21%	39%	-0.3%
COc1ccc(CC(=O)Nc2nc(-c3ccncc3)cs2)cc1	i	0.4	2.1	56	7%	-5%	-0.1%	i	40	-23%	-35%	4.0%
Cc1ccc(CSc2nnc(SCC(=O)N/N=C/C=C/c3ccco3)s2)cc1	i	0.4	3.5	45	6%	-20%	0.1%	i	44	-18%	-3%	5.2%
Cc1ccc(S(=O)(=O)N2CCN(CC(=O)Nc3ccc([N+](=O)[O-])cc3)CC2)cc1C	i	0.2	1.7	63	-1%	-86%	0.0%	i	8	-20%	-16%	9.8%
COC(=O)C1=C(N)Oc2cc(C)n(Cc3ccccc3)c(=O)c2C1c1ccccc1 (stereo unspecified)	i	0.7	1.5	75	2%	-31%	-0.1%	i	43	10%	-18%	-1.6%
O=S(=O)(c1cccs1)N1CCN(CC(O)COC2CCCc3ccccc32)CC1 (stereo unspecified)	i	0.5	-0.5	65	3%	-8%	-0.1%	i	33	-13%	-16%	3.4%
O=C(N/N=C/c1ccco1)c1cc(Br)ccc1OCc1ccccc1	i	0.1	2.1	87	-9%	4%	-0.2%	i	32	-18%	-9%	34%
N#CC(C(=O)NC1CCCCC1)c1nc2ccccc2nc1N1CCN(c2ccccc2F)CC1 (stereo unspecified)	i	0.9	0.8	67	2%	-15%	0.1%	i	60	-8%	27%	-6.2%
CC1CC(C)CN(C(=O)CN(C)S(=O)(=O)c2ccc3c(c2)c(=O)n(C)c(=O)n3C)C1 (stereo unspecified)	i	6.1	0.8	65	-5%	24%	0.0%	i	7	-2%	-8%	3.8%
CCCCOc1ccccc1C1NC(=O)NC(C)=C1C(=O)OCc1ccco1 (stereo unspecified)	i	7.0	0.1	58	4%	13%	0.0%	i	47	18%	23%	-3.8%
CC(C)C(c1nnnn1C1CCCC1)N1CCC(C(N)=O)CC1 (stereo unspecified)	i	0.3	-0.6	47	-4%	7%	0.1%	i	52	-20%	-9%	-6.9%

Source: PubChem BioAssay
